PGK inhibitor: inhibitors of T. brucei phosphoglycerate kinase; Potency, µM (top dose mostly 57.5 µM), inactives show top-dose activity change, negative = inhibition, hits mostly inhibitors; 380,000 compounds, 0.043% hits; PGK/GAPDH coupled, Kinase-Glo luminescence, 60 min; note: potency is the fitted concentration of half-maximal effect; nearly all actives have a fitted effect of over 60% in size
Target sequence (P07378 whole entry, looked up): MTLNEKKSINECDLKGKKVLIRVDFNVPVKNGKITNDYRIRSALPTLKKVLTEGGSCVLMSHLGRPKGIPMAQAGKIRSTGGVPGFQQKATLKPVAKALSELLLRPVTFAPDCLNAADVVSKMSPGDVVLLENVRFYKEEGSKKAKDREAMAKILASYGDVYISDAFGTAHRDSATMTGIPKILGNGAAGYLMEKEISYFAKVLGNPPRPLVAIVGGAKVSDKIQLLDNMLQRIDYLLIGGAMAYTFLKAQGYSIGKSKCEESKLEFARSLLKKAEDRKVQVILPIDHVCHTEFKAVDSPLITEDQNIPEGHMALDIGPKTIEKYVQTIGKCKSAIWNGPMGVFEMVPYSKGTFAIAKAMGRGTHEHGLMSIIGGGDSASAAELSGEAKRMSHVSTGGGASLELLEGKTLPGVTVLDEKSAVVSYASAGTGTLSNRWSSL
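Recombinant glycosomal PGK reaction used 1,3-bisphosphoglycerate generated in-well by GAPDH (100nM final) in 100mM TEA pH 7.6, 5mM MgCl2, 0.01% Tween-20. After 60 minutes at room temperature, ATP was read by Kinase-Glo Plus luminescence end-point.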
RXFP1 antag: blocks the human relaxin receptor RXFP1; HEK293-RXFP1, relaxin-stimulated cAMP HTRF, 30 min; stronger effect = lower value; activity change, negative = inhibition, % at 57.5 µM; 350,000 compounds, 0.59% hits;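 active = activity change of -60% or lower, but not beyond a set lower limit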
Pol eta inh: inhibitors of human DNA polymerase eta; recombinant Pol eta, fluorescent DNA replication assay; Q9Y253; Potency, µM (top dose mostly 114 µM), without a hit: at the highest dose activity change, negative = inhibition, most hits filed as inhibitors; 390,000 compounds, 1.2% hits; note: potency is the fitted concentration of half-maximal effect
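Fluorescent replication assay: 50 nM final substrate added after a 15 min room-temperature compound preincubation with 10 nM enzyme. Signal taken at 0 min and again at 10 min.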
Active calls of the source: *; i = inactive. Unless noted, calls come from the whole dose curve; as a rule, active = well fitted curve in the direction sought with a large enough effect; inconclusive = small, poorly fitted or top-dose-only effect, or another doubt; inactive = no such curve, though single readings can be large; an effect the other way counts as inactive or inconclusive. % is set by controls: 0 for no effect and ±100 for the full control effect.

SMILES	PGK inhibitor	RXFP1 antag	Pol eta inh
CN(C)S(=O)(=O)c1ccc(C(=O)Nc2nnc(SCC(=O)N3CCOCC3)s2)cc1	7%	3	-5%
CC(C)N(Cc1nccn1C)C(=O)C1CCC(=O)N(CCc2ccccc2)C1 (centres undefined)	-5%	-1	-11%
O=C(OCn1nnc2ccccc2c1=O)c1ccc(F)c(S(=O)(=O)N2CCOCC2)c1	0%	5	-7%
c1ccc(-c2nnc(SCc3ccncc3)o2)cc1	4%	9	-2%
C[C@@H]1CN([C@@H](C)CO)C(=O)CCCn2nncc2CO[C@H]1CN(C)C(=O)Nc1ccc(-c2cccs2)cc1	2%	-10	-21%
COc1ccc([C@H]2C[C@@H](n3cc(C4CC4)nn3)[C@H](O)CN2CC2CCCCC2)cc1	2%	-12	-16%
O=C(CSc1nnc(N2CCCC2)n1-c1cccc(Cl)c1)N1CCN(c2ccccn2)CC1	-13%	5	-4%
CCCCC(=O)Nc1ccc(Cl)cc1F	-6%	-9	-7%
CSCCC(NC(=O)COc1ccccc1)C(=O)NCC(C)(C)N1CCOCC1 (centres undefined)	-6%	6	-18%
CC(=O)c1c(C)[nH]c(C(=O)OCC(=O)NC(C)c2ccccc2)c1C (centres undefined)	-6%	11	-12%
COc1ccc(Cl)cc1NC(=O)CN1C(=O)C(=O)N(C2CCCC2)C1=O	3%	12	-11%
CCCC(C(=O)NC(C)(C)C)N(Cc1ccccc1)C(=O)c1snc(C(N)=O)c1N (centres undefined)	-1%	5	-10%
Cc1cn([C@H]2C[C@H](O)[C@@H](CNS(=O)(=O)c3ccc(NS(=O)(=O)N(C)C)cc3)O2)c(=O)[nH]c1=O	i	7	-11%
COCCCN1C(=O)C(CC(=O)NC2CCCCC2)CC(C(=O)N2CCOCC2)=C1C (centres undefined)	7%	2	-19%
CCOC(=O)CCCCCC(=O)Nc1ccc2c(c1)C(=O)N([C@@H](C)CO)C[C@H](C)[C@H](CN(C)C(=O)Nc1ccc(F)cc1)OCCCC[C@H](C)O2	-6%	8	-7%
CCOC(=O)C1(Cc2ccccc2C)CCCN(C(=O)c2ccc(C(C)=O)s2)C1 (centres undefined)	-2%	1	-14%
Cc1cccc(NC(=O)CNC(=O)c2cc(S(=O)(=O)N(C)C)ccc2N2CCCC2)c1C	-12%	4	-6%
COc1ccc(N2C[C@H](C)[C@@H](CC(=O)Nc3ccccc3)C2=O)cc1	-9%	5	-15%
O=C(CCCn1c(=S)[nH]c2cc3c(cc2c1=O)OCO3)NCCc1ccc(Cl)cc1	5%	-29	3%
CCN1CCN(c2ccc(N3CCN(S(=O)(=O)c4cccc([N+](=O)[O-])c4)CC3)nn2)CC1	0%	0	-8%
Cc1ccc([C@H]2C[C@@H](O)[C@H](n3cc(COC(=O)c4ccccc4)nn3)CN2C(=O)C2CCCCC2)cc1	5%	11	-21%
CCOC(=O)C=Cc1ccc(C(=O)OCC)[nH]1	-4%	3	-17%
CC1NC(=O)c2cc3ccccc3cc2-n2c1nc1ccccc1c2=O (centres undefined)	-5%	-2	-4%
CCc1cccc(NC(=O)COC(=O)C2COc3ccccc3O2)c1 (centres undefined)	-4%	5	-3%
CN(C)S(=O)(=O)Nc1ccc(Cc2ccncc2)cc1	-4%	1	-14%

Sorted by count of non-hydrogen atoms (smallest number first): some entries from above.
SMILES	PGK inhibitor	RXFP1 antag	Pol eta inh
CCCCC(=O)Nc1ccc(Cl)cc1F	-6%	-9	-7%
CN(C)S(=O)(=O)Nc1ccc(Cc2ccncc2)cc1	-4%	1	-14%
COc1ccc(N2C[C@H](C)[C@@H](CC(=O)Nc3ccccc3)C2=O)cc1	-9%	5	-15%
COc1ccc(Cl)cc1NC(=O)CN1C(=O)C(=O)N(C2CCCC2)C1=O	3%	12	-11%
CC(C)N(Cc1nccn1C)C(=O)C1CCC(=O)N(CCc2ccccc2)C1 (centres undefined)	-5%	-1	-11%
CCOC(=O)C1(Cc2ccccc2C)CCCN(C(=O)c2ccc(C(C)=O)s2)C1 (centres undefined)	-2%	1	-14%
CN(C)S(=O)(=O)c1ccc(C(=O)Nc2nnc(SCC(=O)N3CCOCC3)s2)cc1	7%	3	-5%
O=C(OCn1nnc2ccccc2c1=O)c1ccc(F)c(S(=O)(=O)N2CCOCC2)c1	0%	5	-7%
CCN1CCN(c2ccc(N3CCN(S(=O)(=O)c4cccc([N+](=O)[O-])c4)CC3)nn2)CC1	0%	0	-8%
Cc1ccc([C@H]2C[C@@H](O)[C@H](n3cc(COC(=O)c4ccccc4)nn3)CN2C(=O)C2CCCCC2)cc1	5%	11	-21%
CCOC(=O)CCCCCC(=O)Nc1ccc2c(c1)C(=O)N([C@@H](C)CO)C[C@H](C)[C@H](CN(C)C(=O)Nc1ccc(F)cc1)OCCCC[C@H](C)O2	-6%	8	-7%

Additional results:
SMILES	PGK inhibitor	RXFP1 antag	Pol eta inh
O=C(Nc1nc2ccc(F)cc2s1)c1ccc([N+](=O)[O-])o1	-5%	4	1%
O=C1[C@H]2[C@@H](c3ccccc3)N[C@]3(CCCN(Cc4ccccc4)C3=O)[C@H]2C(=O)N1Cc1ccccc1	1%	8	-6%
CC(C)COC(=O)N(C)C[C@@H]1OCc2cnnn2CCCC(=O)N([C@H](C)CO)C[C@H]1C	3%	2	-15%
O=C(OCc1cn([C@H]2CN(C(=O)c3cccs3)[C@@H](c3ccccc3)C[C@@H]2O)nn1)c1ccccc1	-6%	-3	-12%
CCC[C@H]1CN(c2ccc(Br)cc2)C(=O)[C@@H]1CC(=O)NC	-1%	3	-9%
COc1ccccc1-c1noc2c1C(=O)N(C(=O)OC(C)(C)C)CC2	-9%	6	-11%
COc1ccc(NC(=O)CCNC(=O)c2ccccc2Cl)cc1S(=O)(=O)N1CCCCC1	-8%	3	-3%
C[C@@H]1CN([C@H](C)CO)C(=O)c2cc(Br)cnc2O[C@H]1CN(C)C(=O)Nc1ccccc1F	-10%	10	-2%
O=[N+]([O-])c1ccccc1SNc1ccccc1	i	-5	-10%
CCOc1ccccc1CNn1cnnc1SCC(=O)NC(C)(C)C	0%	-1	-3%
CCc1noc(C)c1C(=O)N1CCCC(Nc2cccc(F)c2)C1 (centres undefined)	-9%	-1	-1%
N#CCSc1ccccc1NC(=O)COC(=O)C1CCN(C(=O)c2ccc(Cl)cc2)CC1	-4%	-1	-19%
COC(=O)C[C@H]1C[C@H]2c3cc(NC(=O)Cc4ccncc4)ccc3O[C@H]2[C@@H](CO)O1	-6%	-11	-15%
COC(=O)c1cc(OC)c(OC)cc1NC(=O)CCN1C(=O)C2CCCCC2C1=O (centres undefined)	i	0	-3%
NC1=NC2OC(CO)C(O)C2O1 (centres undefined)	-6%	3	-8%
C[C@H](CO)N1C[C@H](C)[C@@H](CN(C)C(=O)c2ccccc2)OCc2cnnn2CCCC1=O	9%	3	-16%
Cc1ccc([C@@H]2C[C@H]3[C@@H](CN2S(=O)(=O)c2ccc(Cl)cc2)C(=O)C[C@@H](c2ccccc2)N3S(=O)(=O)c2ccc(C)cc2)cc1	i	7	0%
O=C(Cc1ccccc1)CC(CC(=O)c1ccccc1)c1ccccc1 (centres undefined)	-9%	8	-2%
CSc1ncnc2c1ncn2CCCNCCc1ccccn1	-8%	7	0%
Cc1cnc2c(N)cc(C)c(C)c2c1	5%	11	-7%
O=C(NCc1cccc(Cl)c1)c1ccc(S(=O)(=O)N2CCCCC2)cc1	-4%	4	-18%
Cc1ccc(S(=O)(=O)N2C[C@H]3[C@H]4C(=O)N(c5ccccc5)C(=O)[C@H]4C[C@H](OC(=O)Nc4cccs4)[C@@]3(O)C2)cc1	-2%	2	0%
O=S(=O)(c1cccc(C(F)(F)F)c1)N1c2ccccc2-n2cccc2C1c1cccnc1 (centres undefined)	-7%	-3	-27%
Cc1cccc(-n2ncc3c2CCCC3NC(=O)c2cccs2)c1C (centres undefined)	i	3	-12%
COc1ccccc1Cn1c(=S)[nH]c2cc(C(=O)N3CCCC(C)C3)ccc2c1=O (centres undefined)	-2%	-15	-6%
(further entries)
SMILES	PGK inhibitor	RXFP1 antag	Pol eta inh
COc1cccc(NC(=O)CCC2CCN(C(=O)C(OC)c3ccccc3)CC2)c1 (centres undefined)	-4%	-7	-22%
COc1ccc(CN2C(=O)C(CC(=O)NCC3CCCCC3)CC(C(=O)N3CCOCC3)=C2C)cc1 (centres undefined)	2%	0	-13%
COc1ccc(S(=O)(=O)Nc2cc3c4c(c2)CC(=O)N4CCC3)cc1OC	i	1	-9%
Cc1ccc(S(=O)(=O)N2CCOCC2)cc1C(=O)NCCCN1CCCC1=O	-10%	-4	-18%
C=CCC1(CC=C)CC(Cc2cnccn2)N(C(=O)OC(C)(C)C)C1 (centres undefined)	8%	-12	-10%
Cc1ccc(-c2nc3ccc(Cl)cn3c2Cc2ccccc2)cc1	-3%	1	-23%
CCCc1c(C)nc2scc(-c3ccc(Cl)cc3)n2c1=O	-7%	14	1%
CCN1C(=O)[C@H]2[C@@H](c3ccc(C)cc3)N[C@]3(CCCN(Cc4ccc(OC)cc4)C3=O)[C@H]2C1=O	2%	8	-10%
COc1ccc(CN2C[C@H]3CON(C)[C@H]3C[C@H]2c2ccc(-c3cccc(F)c3)cc2)cc1	-5%	-1	-27%
O=C1CCN(C(=O)Cc2ccccc2)c2ccccc21	5%	-3	-11%
C#CCN(C[C@H]1[C@H](OC(=O)NC2CC2)[C@H](OC(=O)NC2CC2)C[C@H]2C(=O)N(c3ccccc3)C(=O)[C@@H]12)S(=O)(=O)c1ccc(C)cc1	-10%	-6	-15%
CCOC(=O)N1CCN(CC(=O)Nc2nccs2)CC1	-7%	0	1%
CCCC(=O)N(Cc1cc2cc(OC)ccc2[nH]c1=O)c1ccc(OC)cc1	-6%	0	-5%
COc1cccc(NC(=O)CN(C)C(=O)/C=C/c2ccc(S(=O)(=O)N3CCCCCC3)cc2)c1	-7%	3	-18%
C[C@H]1CN([C@@H](C)CO)S(=O)(=O)c2ccc(Br)cc2O[C@@H]1CN(C)C(=O)c1cccnc1	-1%	4	-6%
C[C@@H]1CN([C@@H](C)CO)C(=O)CCCn2nncc2CO[C@H]1CN(C)S(=O)(=O)c1ccc(Oc2ccccc2)nc1	-2%	6	11%
Cc1cccc(C)c1NC(=O)NS(=O)(=O)c1ccccc1	-7%	-3	-7%
CCOC(=O)c1c(CC(C)C)csc1NC(=O)COC(=O)c1cnc(C)cn1	-3%	6	-13%
CCOc1ccccc1N1C(=O)CC(Sc2ccccc2N)C1=O (centres undefined)	2%	7	-21%
C[C@@H]1CN([C@H](C)CO)C(=O)CCCn2nncc2CO[C@H]1CN(C)Cc1ccc(C(F)(F)F)cc1	7%	4	-22%
COc1cccc(C#Cc2ccc3c(c2)O[C@H](CN(C)C)[C@@H](C)CN([C@@H](C)CO)S3(=O)=O)c1	1%	-3	-11%
CC1=C(C(=O)N(C)C)CC(CC(=O)NCc2cccs2)C(=O)N1CCC1=CCCCC1 (centres undefined)	-1%	4	-15%
CC1(C)CC(=O)C=C(c2ccc(COC(=O)c3ccccc3)cc2)C1=O	-7%	-7	-29%
CC(C)CN(C(=O)COc1ccccc1C(=O)NCc1ccccc1)C1CCS(=O)(=O)C1 (centres undefined)	i	6	1%
COc1ccc(N2CSC(=S)N(c3ccc(OC)cc3)C2)cc1	-8%	-5	-10%
The list goes on.
SMILES	PGK inhibitor	RXFP1 antag	Pol eta inh
CC1CCCCC1NC(=O)CCn1c(=S)[nH]c2ccccc2c1=O (centres undefined)	-2%	-13	-13%
CCCCN1C(=O)C(CC(=O)NCCc2ccccn2)CC(C(=O)N(C)C)=C1C (centres undefined)	-6%	-1	3%
COc1cccc(C(=O)C(CCC#N)c2ccccc2)c1 (centres undefined)	3%	12	-7%
N#Cc1c(NC(=O)COC(=O)C2=COCCO2)sc2c1CCCC2	1%	3	-6%
COc1ccc([C@H]2C[C@@H](O)[C@H](n3cc(C4CC4)nn3)CN2C(=O)C2CCCCC2)cc1	7%	-3	-3%
O=C(NCc1ccc(F)cc1)c1ccc(S(=O)(=O)N2CCCC2)cc1	-6%	-2	-9%
COc1ccc(NS(=O)(=O)c2cc(N=Nc3c(O)[nH]c(=O)[nH]c3=O)ccc2OC)cc1Br	-5%	-2	-18%
Cc1ccc(NC(=O)CNC(=O)C23CC4CC(CC(C4)C2)C3)nc1	i	-1	-4%
Cc1ccc(S(=O)(=O)N(C)C[C@@H]2OCCCC[C@H](C)Oc3ccc(NC(=O)Nc4ccc(F)cc4)cc3C(=O)N([C@H](C)CO)C[C@H]2C)cc1	-2%	9	1%
COc1ccccc1N(CC(=O)N1CCCCC1C)S(=O)(=O)c1ccc(Cl)cc1 (centres undefined)	8%	1	-5%
Cc1nn(CC(C)C)c(Cl)c1C(=O)NCC(C)(C)N1CCOCC1	-6%	-1	-21%
C[C@@H]1CN([C@H](C)CO)C(=O)CCCn2nncc2CO[C@H]1CN(C)S(=O)(=O)c1cccc(F)c1	i	0	-9%
COc1cccc(C#Cc2cnc3c(c2)C(=O)N([C@@H](C)CO)C[C@H](C)[C@H](CN(C)C(=O)C2CCC2)O3)c1	6%	16	-1%
C[C@@H]1CN([C@H](C)CO)C(=O)c2cc(Br)cnc2O[C@@H]1CN(C)C(=O)Nc1ccccc1	1%	1	-1%
CC(NC(=O)c1ccc(Cl)c(S(=O)(=O)NC2CC2)c1)c1ccco1 (centres undefined)	-2%	-1	0%

Screening results: PubChem BioAssay, National Center for Advancing Translational Sciences (NCATS)

This is a subset; the hit share may differ from the screen's.
